CHRM1 agonist = activates human CHRM1 receptor | activation, % at 3 µM | CHO-K1 hM1, Fluo-8 calcium fluorescence, agonist mode; 0% DMSO, 100% acetylcholine EC100 | actives 0.33% (n = 360,000);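 active means activation above the run's mean compound activation plus 3 SD, cut at about 16% in these data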;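 further: peak over basal fluorescence ratio within a 140 s kinetic read after compound addition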
Target sequence (P11229 whole entry, looked up): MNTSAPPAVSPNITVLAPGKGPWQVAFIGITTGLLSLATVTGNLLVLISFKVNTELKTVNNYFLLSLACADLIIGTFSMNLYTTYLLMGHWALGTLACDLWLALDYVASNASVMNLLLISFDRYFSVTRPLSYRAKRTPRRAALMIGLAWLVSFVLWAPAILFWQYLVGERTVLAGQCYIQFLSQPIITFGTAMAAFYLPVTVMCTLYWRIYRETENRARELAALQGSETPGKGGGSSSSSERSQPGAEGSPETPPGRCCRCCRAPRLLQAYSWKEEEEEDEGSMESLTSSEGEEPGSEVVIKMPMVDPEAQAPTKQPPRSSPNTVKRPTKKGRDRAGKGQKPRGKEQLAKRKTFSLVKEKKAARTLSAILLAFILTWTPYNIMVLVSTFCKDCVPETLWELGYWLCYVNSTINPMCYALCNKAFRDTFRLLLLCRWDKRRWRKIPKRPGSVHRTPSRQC
CHO-K1 Ca antag = M1 antagonist counterscreen hit in parental CHO-K1 cells | ATP-induced calcium, Fluo-8 fluorescence | inhibition, % at 3 µM | actives 0.6% (n = 360,000);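 active means inhibition above a per-plate cutoff, the plate's mean sample inhibition plus 3 SD, cut at about 24% in these data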;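 further: 0% = DMSO plus EC80 ATP and 100% = DMSO alone without ATP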
CHRM4 agonist = agonists of human muscarinic M4 receptor (CHRM4). P08173. CHO-K1 hM4/Gqi5, Fluo-8 calcium fluorescence; vehicle 0%, full acetylcholine response 100%. activation, % at 3 µM. actives 0.14% (n = 360,000). AID 624127;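 active means activation above the run mean over all test wells plus 3 SD, cut at about 32% in these data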;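 further: peak over basal fluorescence ratio per well then scaled between controls; 0% = DMSO wells and 100% = acetylcholine at EC100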
OXTR potentiator = human OXTR potentiation | P30559 | activation, % at 3 µM | CHO-OTR cells, Fluo-8 calcium fluorescence, potentiator mode; 0% = oxytocin EC15, 100% = EC100 | actives 0.061% (n = 320,000);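 active means activation above that plate's cutoff, the mean activation of tested compounds plus 3 SD, cut at about 6.6% in these data, passing the limit was not always enough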;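 further: 100% uses oxytocin at 75 nM as the full agonist control; some results filed as inactive read as strong as hits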
Target sequence (P30559 whole entry, looked up): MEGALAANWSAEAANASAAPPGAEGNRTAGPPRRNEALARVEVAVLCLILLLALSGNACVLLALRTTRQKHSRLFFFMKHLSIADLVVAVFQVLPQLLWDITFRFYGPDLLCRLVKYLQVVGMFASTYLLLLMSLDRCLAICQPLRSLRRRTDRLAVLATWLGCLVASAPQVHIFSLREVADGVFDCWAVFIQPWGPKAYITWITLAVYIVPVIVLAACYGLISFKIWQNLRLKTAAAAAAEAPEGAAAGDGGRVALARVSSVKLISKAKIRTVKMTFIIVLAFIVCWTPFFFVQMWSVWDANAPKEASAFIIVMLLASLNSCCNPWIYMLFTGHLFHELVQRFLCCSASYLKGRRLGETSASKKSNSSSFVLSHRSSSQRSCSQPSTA
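test system = CHO-OTR cells, human receptor | compound = single-point 3.0 µM | schedule = 6 min compound pre-incubation at room temperature, 100 s kinetic read | signal = Fluo-8 no-wash calcium dye fluorescence, excitation 470-495 nm, emission 515-575 nm | repeats = single well per compound, singlicate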
M1 PAM = potentiates human M1 receptor response to acetylcholine; P11229; CHO-K1 hM1, Fluo-8 calcium fluorescence, ACh EC20; 0% = ACh EC20, 100% = maximal ACh; activation, % at 3 µM; actives 0.088% (n = 360,000); in the data active means activation above about 19%, passing the limit was not always enough
CHO-K1 Ca ag = nonselective activator or artifact in parental CHO-K1 cells | Fluo-8 calcium fluorescence; scaled to maximal ATP response, vehicle zero | activation, % at 3 µM | actives 0.48% (n = 360,000) | AID 602248; in the data active means activation above about 15%;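 further: untransfected CHO-K1 host cells lacking M1 receptor as counterscreen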
M4 antag = blocks acetylcholine activation of human M4 receptor. CHO-hM4 cells, ACh EC80, Fluo-8 calcium fluorescence. AID 624125. inhibition, % at 3 µM. actives 0.73% (n = 360,000). P08173;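 active means inhibition above its plate's cutoff, the mean inhibition of sample wells plus 3 SD, cut at about 27% in these data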;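 further: 0% = acetylcholine EC80 with DMSO and 100% = DMSO without agonist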
CHO parental Ca = counter-screen for OX1R antagonists: effect in parental CHO cells | parental CHO-K1, ATP-induced calcium, Fluo-8 fluorescence | inhibition, % at 5.6 µM | actives 0.63% (n = 330,000);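 active means inhibition above that plate's mean sample inhibition plus 3 SD, cut at about 26% in these data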;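 further: 0% = ATP-challenged DMSO wells and 100% = DMSO wells without ATP; some compounds past the cut are filed as inactive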
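Test system: parental CHO cells; detection: calcium-sensitive Fluo-8 fluorescence; evaluation: percent inhibition of calcium signal; also added: ATP as calcium-mobilizing challenge; repeats: one well per compound; control set: ATP-challenged DMSO wells low, unchallenged DMSO wells high; compound: single nominal dose of 5.6 µM per compound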
M1 antag = human CHRM1 antagonism; inhibition, % at 3 µM; AID 588852; CHO-K1 hM1, Fluo-8 calcium fluorescence, ACh EC80 antagonist; P11229; actives 1.3% (n = 360,000);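 active means percent inhibition above its own plate's cutoff, namely the mean of that plate's compound wells plus 3 SD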;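 further: peak over basal fluorescence ratio during 140 s after agonist addition; 0% = ACh EC80 plus DMSO and 100% = DMSO alone without agonist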
* hit, by the source's call; · = not tested or not shown.

#1 CCc1ccc(NC(=O)NCC2CCN(Cc3cccc(Cl)c3)CC2)cc1
#2 CCCOc1ccc2ccccc2c1/C=C1\SC(=O)NC1=O
#3 Cc1ccc2nc(-c3ccc(S(=O)(=O)N4CCCCC4)cc3)cn2c1
#4 CC1CCCC(C)N1C(=O)COC(=O)c1ccc(O)cc1 (stereo not given)
#5 O=C(c1cc2ncccn2n1)N1CCc2c([nH]c3ccccc23)C1c1ccccc1F (stereo not given)
#6 CC1(C)Cc2noc(N)c2C(C)(C)N1OC(=O)c1ccccc1
#7 O=C(CCC(=O)N1CCOc2ccccc21)NC1CCCCCC1
#8 CCC(=O)N1c2ccccc2C(N(C(C)=O)c2ccccc2)CC1C (stereo not given)

Compound,1,2,3,4,5,6,7,8
CHRM1 agonist,-6,-5,-7,-2,-3,-1,-2,-3
CHO-K1 Ca antag,-11,5,-13,0,0,1,-9,-7
CHRM4 agonist,11,0,1,1,10,1,0,0
OXTR potentiator,-18,-20,-9,-3,-21,-1,-3,-14
M1 PAM,9,1,8,9,7,6,13,7
CHO-K1 Ca ag,4.6,2.7,0.8,0.7,1.8,-0.1,0.1,0.9
M4 antag,-3,-6,7,-7,8,-3,-13,-1
CHO parental Ca,-7,18,1,-6,-14,-23,-8,-26
M1 antag,-18,-3,-2,-10,-9,-22,-13,-9

#9 COc1cc(NC(=O)C2CCCCC2)c(OC)cc1NC(=O)c1ccco1
#10 Cc1ccc(S(=O)(=O)N2CCN(c3nc(C(C)C)c4c(c3C#N)CC(C)(C)OC4)CC2)cc1
#11 CC1CCN(Cc2nnnn2-c2cccc([N+](=O)[O-])c2)CC1
#12 COc1ccc(C)cc1S(=O)(=O)N1c2ccccc2CC1C (stereo not given)
#13 Cc1cccc(C)c1NC(=O)C1(N2CCN(C(=O)c3ccco3)CC2)CCCCC1
#14 Cc1[nH]c2ccccc2c1/C=N/NC(=O)CCC(=O)NCc1ccccc1
#15 O=C(Cn1cc(C(F)(F)F)cc(Cl)c1=O)NCCc1ccc(Cl)cc1Cl
#16 CCN(C(=O)COC(=O)CSc1ccc(C)cc1C)c1c(N)n(Cc2ccccc2)c(=O)[nH]c1=O

Compound,9,10,11,12,13,14,15,16
CHRM1 agonist,-1,-8,-7,-8,-6,-7,-1,-6
CHO-K1 Ca antag,3,1,-13,-13,5,0,-12,-12
CHRM4 agonist,1,0,0,-1,1,9,0,0
OXTR potentiator,1,-7,-12,5,-9,-3,-2,·
M1 PAM,11,-1,8,9,6,0,4,-6
CHO-K1 Ca ag,0.2,0.5,0.4,-0.2,0.1,1.8,0.0,-0.3
M4 antag,-4,-6,5,8,-1,1,-8,11
CHO parental Ca,-11,-12,-14,-16,-25,-7,-19,·
M1 antag,-16,1,-11,-13,-14,1,-9,25

#17 CSCC[C@H](N)C(=O)NCC1CCC(C(=O)Nc2ccc3c(c2)OCO3)CC1 (stereo not given in full)
#18 Fc1cccc(F)c1[B-](F)(F)F
#19 Cc1ccc(S(=O)(=O)N2CCOCC2)cc1NC(=O)COc1ccc2c(C)cc(=O)oc2c1
#20 COC(=O)C1=C(N)Oc2cc(C)n(CC3CCCO3)c(=O)c2C1c1ccc(Cl)cc1 (stereo not given)
#21 COCCCN1C(=O)C(=O)/C(=C(/O)c2ccc(OC(C)C)c(C)c2)C1c1ccncc1 (stereo not given)
#22 CC(=O)Nc1ccccc1OCC(=O)NCCc1ccc(Cl)cc1Cl
#23 CCN1CCN(C(=O)c2ccc3c(=O)n(Cc4ccccc4OC)c(=S)[nH]c3c2)CC1
#24 CCC(=O)N1Cc2cc(C(=O)Nc3nccs3)nc(-c3cccc(-c4ccccc4OC)c3)c2[C@H]1CCO

Compound,17,18,19,20,21,22,23,24
CHRM1 agonist,-3,-2,-2,-4,1,-5,-7,·
CHO-K1 Ca antag,6,-2,1,-5,-15,-2,-11,6
CHRM4 agonist,1,2,3,0,1,6,3,23
OXTR potentiator,5,·,-5,-14,-22,-7,-4,·
M1 PAM,11,2,0,4,13,-1,6,·
CHO-K1 Ca ag,2.4,0.6,0.9,1.3,0.2,4.5,1.5,6.8
M4 antag,-2,-15,-7,8,-3,-2,7,27*
CHO parental Ca,-9,·,-13,-8,-16,-8,-13,·
M1 antag,-12,0,3,3,-18,2,-13,·

#25 CCCCC(=O)Nc1cc2nn(-c3ccc(OC)cc3)nc2cc1C
#26 COC(=O)c1ccc(OC(=O)CN2C(=O)c3ccccc3C2=O)cc1
#27 CSCCC(NC(=O)OCc1ccccc1)NC(=O)OCc1ccccc1
#28 CCC(C)NC(=O)c1cc(-c2ccc(OC)cc2)on1 (stereo not given)
#29 CCOc1ccc(CNc2ccc(N3CCN(Cc4ccccc4)CC3)cc2)cc1
#30 O=C(NNC(=S)NC(=O)c1cccnc1)c1ccccc1
#31 Cc1cccc(CCNC(=O)c2cc(S(=O)(=O)N3CCOCC3)cn2C)c1
#32 CCN(CC)S(=O)(=O)c1ccc(Cl)c(C(=O)NC2CCCC2)c1

Compound,25,26,27,28,29,30,31,32
CHRM1 agonist,-4,-2,-1,-7,-7,-3,1,-2
CHO-K1 Ca antag,-17,-12,12,-5,-19,-3,-15,-15
CHRM4 agonist,1,0,18,1,2,0,2,1
OXTR potentiator,-2,-1,·,-5,-4,-7,-1,-4
M1 PAM,2,10,-11,-4,-6,11,11,8
CHO-K1 Ca ag,-0.2,4.7,3.9,2.9,0.3,-0.2,-0.1,0.6
M4 antag,-4,-8,-7,4,-17,-8,-14,-3
CHO parental Ca,-5,3,·,-4,-13,2,-8,-15
M1 antag,-12,-5,13,-3,3,-15,-18,-11

#33 CCc1nc2ccc(C(=O)N3CCN(C)CC3)cn2c1N(C)CCC(C)C
#34 CC1CC1c1ccc(/C=C(\C#N)C(=O)Nc2ccccc2Cl)o1 (stereo not given)
#35 COC(=O)[C@H](Cc1ccccc1)NC(=O)NCc1ccc(C)cc1
#36 Cn1c(=S)n(CCC(=O)O)c2ccccc21
#37 CCn1c(NCc2ccc3c(c2)OCO3)nc2ccccc21
#38 CC(C)(C)Nc1nc(SCC(=O)Nc2ccccc2)nc(N2CCOCC2)n1
#39 NC(=O)c1ccc(-c2noc(-c3cccc(Cl)c3)n2)cc1
#40 COCCN1CC(C(=O)NCc2ccccc2-n2ccnc2C)CCC1=O (stereo not given)

Compound,33,34,35,36,37,38,39,40
CHRM1 agonist,-9,-8,1,-6,-5,-7,-2,-5
CHO-K1 Ca antag,-6,1,-5,-5,-14,-13,-6,-7
CHRM4 agonist,1,-1,4,0,3,-2,0,0
OXTR potentiator,·,-7,-1,-2,-16,-9,-3,-8
M1 PAM,5,-1,4,11,3,-4,-3,2
CHO-K1 Ca ag,1.0,-0.1,2.5,0.3,0.4,-0.4,-0.1,0.0
M4 antag,-11,-1,-3,3,-15,-4,1,-6
CHO parental Ca,·,-41,1,2,-13,-17,-1,-2
M1 antag,-7,8,-9,-7,0,22,10,-9

#41 Cc1cccc(S(=O)(=O)N(C)C[C@H]2OCc3cn(nn3)CCCC(=O)N([C@@H](C)CO)C[C@@H]2C)c1
#42 O=C(CNC1C(=O)Nc2ccccc21)Sc1ccccc1 (stereo not given)
#43 CCc1cc(-c2n[nH]c(=S)n2Cc2ccccc2)cs1
#44 CCOC(=O)N1CCN(C(=O)c2ccc(Oc3ccc([N+](=O)[O-])cc3)cc2)CC1
#45 CC(OC(=O)C1CC(=O)N(Cc2ccccc2)C1)C(=O)Nc1ccccc1[N+](=O)[O-] (stereo not given)
#46 CCOC(=O)c1ccc(NC(=O)CN2C(=O)NC3(CCC(C)CC3)C2=O)cc1 (stereo not given)
#47 Cc1ccccc1NC(=O)c1cccc(N2C(=O)C3CCC(C)CC3C2=O)c1 (stereo not given)
#48 O=C(COC(=O)c1cccc(-n2cnnn2)c1)c1ccc(F)cc1

Compound,41,42,43,44,45,46,47,48
CHRM1 agonist,-5,-1,-13,-7,-3,-4,-4,-1
CHO-K1 Ca antag,-3,-12,-21,-6,-3,-7,-11,4
CHRM4 agonist,1,0,-2,5,3,5,8,4
OXTR potentiator,·,-11,5,-22,-2,-9,-10,1
M1 PAM,-1,0,6,-3,4,2,-1,14
CHO-K1 Ca ag,0.7,0.1,-0.2,6.5,0.9,3.2,5.5,2.5
M4 antag,-5,3,-4,-4,-10,-1,-13,-5
CHO parental Ca,·,-1,-21,0,-5,-2,-18,-8
M1 antag,-1,5,-10,4,-11,6,-4,-15

#49 CCOc1ccccc1N(C)C(=O)C1CCN(S(=O)(=O)c2cccc3nonc23)CC1
#50 O=[N+]([O-])c1cccc(S(=O)(=O)[N-]c2nc3ccccc3nc2-n2cc[n+](Cc3ccccc3)c2)c1
#51 O=C(c1cccc(Cl)c1)N1CCN(S(=O)(=O)c2ccc(Cl)s2)CC1
#52 CCN(CC(=O)Nc1c(F)cccc1F)C(=O)C1CC1
#53 COc1ccc(-c2csc(NC(=O)CSc3nc4ccccc4c(=O)[nH]3)n2)cc1
#54 Cn1c(SCc2cccc(Br)c2)nc2c1c(=O)[nH]c(=O)n2C
#55 COc1ccccc1CCC(=O)Nc1nccs1
#56 FC(F)(F)c1ccc(Cl)c(-n2c(-c3cc(C4CC4)[nH]n3)n[nH]c2=S)c1
#57 O=C1NC(=Nc2ccc(O)cc2)S/C1=C\C=C\c1ccco1

Compound,49,50,51,52,53,54,55,56,57
CHRM1 agonist,-2,-2,0,-3,-2,-3,-2,-5,-2
CHO-K1 Ca antag,-2,-13,-1,-16,-6,0,18,-14,-10
CHRM4 agonist,5,1,2,0,3,0,2,0,1
OXTR potentiator,-10,-3,-9,1,-5,-5,-12,1,-17
M1 PAM,1,15,8,3,18,1,15,9,-1
CHO-K1 Ca ag,2.0,-0.2,1.6,1.0,0.1,0.5,0.5,0.6,0.0
M4 antag,-10,-7,1,3,8,4,-6,-2,-2
CHO parental Ca,-23,-27,-16,5,-8,-7,-21,-2,-9
M1 antag,-5,-13,6,-3,-12,-5,-9,-9,0

Part of the list above in order of count of non-hydrogen atoms, low to high:
#55 COc1ccccc1CCC(=O)Nc1nccs1
#52 CCN(CC(=O)Nc1c(F)cccc1F)C(=O)C1CC1
#57 O=C1NC(=Nc2ccc(O)cc2)S/C1=C\C=C\c1ccco1
#48 O=C(COC(=O)c1cccc(-n2cnnn2)c1)c1ccc(F)cc1
#56 FC(F)(F)c1ccc(Cl)c(-n2c(-c3cc(C4CC4)[nH]n3)n[nH]c2=S)c1
#53 COc1ccc(-c2csc(NC(=O)CSc3nc4ccccc4c(=O)[nH]3)n2)cc1
#50 O=[N+]([O-])c1cccc(S(=O)(=O)[N-]c2nc3ccccc3nc2-n2cc[n+](Cc3ccccc3)c2)c1

Compound,55,52,57,48,56,53,50
CHRM1 agonist,-2,-3,-2,-1,-5,-2,-2
CHO-K1 Ca antag,18,-16,-10,4,-14,-6,-13
CHRM4 agonist,2,0,1,4,0,3,1
OXTR potentiator,-12,1,-17,1,1,-5,-3
M1 PAM,15,3,-1,14,9,18,15
CHO-K1 Ca ag,0.5,1.0,0.0,2.5,0.6,0.1,-0.2
M4 antag,-6,3,-2,-5,-2,8,-7
CHO parental Ca,-21,5,-9,-8,-2,-8,-27
M1 antag,-9,-3,0,-15,-9,-12,-13

Screening data as filed in PubChem.
